ADAM10 inh: inhibits human ADAM10 | O14672 | recombinant ADAM10, EDANS/DABCYL FRET peptide cleavage, 3 h | inhibition, % at 7 µM | 370,000 tested, 0.62% active | AID 720582;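 active = inhibition above a per-campaign cutoff equal to the mean of compounds falling between control-based bounds plus 3 SD, cut at about 20% in these data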;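 note: 0% = DMSO wells while the 100% control is not disclosed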
Target sequence (O14672 214-748 limits assumed): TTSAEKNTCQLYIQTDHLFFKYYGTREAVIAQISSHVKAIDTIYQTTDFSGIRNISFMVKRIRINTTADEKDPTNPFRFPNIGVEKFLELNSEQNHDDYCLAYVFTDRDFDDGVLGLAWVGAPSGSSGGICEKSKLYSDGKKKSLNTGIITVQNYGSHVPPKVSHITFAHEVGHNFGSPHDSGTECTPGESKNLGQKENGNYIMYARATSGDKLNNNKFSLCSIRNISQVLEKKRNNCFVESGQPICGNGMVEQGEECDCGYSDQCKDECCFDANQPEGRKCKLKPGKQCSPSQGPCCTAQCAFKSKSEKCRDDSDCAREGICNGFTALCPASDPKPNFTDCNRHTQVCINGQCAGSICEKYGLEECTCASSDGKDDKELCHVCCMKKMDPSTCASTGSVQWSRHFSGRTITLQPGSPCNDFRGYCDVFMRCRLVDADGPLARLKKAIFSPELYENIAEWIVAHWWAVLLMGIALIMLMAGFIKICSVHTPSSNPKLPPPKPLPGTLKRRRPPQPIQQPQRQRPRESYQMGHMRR
KLK7 zymogen act: proKLK7 (human) activation, primary screen | purified proKLK7, EDANS-DABCYL substrate fluorescence; 100% is mature enzyme control, 0% vehicle | activation, % at 7 µM | 370,000 tested, 0.9% active | AID 652039;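 active = activation above the mean of all tested compounds plus 3 SD, computed per campaign excluding outliers beyond control limits, cut at about 13% in these data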
ASAP1 inh: blocks human ASAP1-stimulated Arf1 GTP hydrolysis | Q9ULH1 | GDP FP detection | inhibition, % at 16.5 µM | 360,000 tested, 0.19% active; in the data active = inhibition above about 25%;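 note: 0% = vehicle with enzyme and substrate and 100% = no enzyme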
sPLA2-III inh: Inhibits HGIII-sPLA2 liposome hydrolysis, primary screen. QFRET BODIPY PC-A2 liposome hydrolysis, fluorescence. inhibition, % at 12.2 µM. 370,000 tested, 0.56% active. AID 743126;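 active = inhibition above mean plus 3 SD of compounds lying within the high and low control bounds, cut at about 19% in these data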;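 note: 0% = median of test compound wells and 100% = no enzyme DMSO wells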
Target sequence (Q9NZ20 whole entry, looked up): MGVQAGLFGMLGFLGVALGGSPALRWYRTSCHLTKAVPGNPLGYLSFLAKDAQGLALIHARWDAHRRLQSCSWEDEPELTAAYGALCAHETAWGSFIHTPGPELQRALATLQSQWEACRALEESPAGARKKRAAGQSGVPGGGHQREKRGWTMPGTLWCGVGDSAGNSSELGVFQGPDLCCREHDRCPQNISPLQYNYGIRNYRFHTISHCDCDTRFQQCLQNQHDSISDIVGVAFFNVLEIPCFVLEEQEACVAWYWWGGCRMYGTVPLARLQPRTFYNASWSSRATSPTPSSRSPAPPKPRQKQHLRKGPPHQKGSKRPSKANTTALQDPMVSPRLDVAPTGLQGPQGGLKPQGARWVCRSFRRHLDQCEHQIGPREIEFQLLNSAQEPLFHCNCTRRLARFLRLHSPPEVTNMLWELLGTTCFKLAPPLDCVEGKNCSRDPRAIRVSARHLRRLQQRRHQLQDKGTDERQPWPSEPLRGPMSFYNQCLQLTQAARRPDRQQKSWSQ
DDE Tn6 FP inh: inhibitors of Tn6 peptide binding to human fibrin DD(E). P02675. Fibrin DD(E) TRITC-Tn6 fluorescence polarization displacement. inhibition, % at 8.3 µM. 370,000 tested, 0.21% active. AID 720509;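 active = inhibition above a per-campaign cutoff: mean of compounds within control limits plus 3 SD, cut at about 15% in these data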;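 note: 0% = median of all compound wells on the plate and 100% = blocking peptide control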
rCAG RNA binder: molecules binding r(CAG) RNA repeats; r(CAG) RNA repeat, TO-PRO-1 dye displacement fluorescence; inhibition, % at 3 µM; 370,000 tested, 1.3% active;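 active = inhibition above the plate cutoff, the mean of all test compounds on that plate plus 3 SD, cut at about 35% in these data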;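 note: 0% = DMSO alone and 100% = 100 µM mitoxantrone as full dye displacement; higher means more dye released from RNA so lower well fluorescence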
GC-A act: GC-A (human) enzyme activation | activation, % at 10 µM | AID 1671463 | P16066 | 370,000 tested, 0.14% active | HEK293 GC-A cells, cGMP TR-FRET, EC30 ANP; 0% at EC30 ANP, 100% saturating ANP; in the data active = activation above about 40%
NPR2 activator: GC-B (human) receptor activation. AID 1920062. activation, % at 10 µM. P20594. 370,000 tested, 0.11% active. HEK293-GC-B cells, CNP EC30, cGMP TR-FRET; 0% at EC30 CNP, 100% saturating CNP;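 active = activation at 10 µM reaching about 35% in either raw or pattern-adjusted values, limit read from the data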
GAA850 FXN act: activators of GAA850 frataxin (FXN) promoter | HEK293 lucGAA850 FXN promoter luciferase reporter, 24 h; percent of 10 µM SAHA response | activation, % at 6 µM | 360,000 tested, 0.56% active | AID 540364;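 active = activation above the average of all compounds screened plus 3 SD, cutoff fixed separately per campaign, cut at about 7.5% in these data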;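 note: 0% = DMSO wells and 100% = 10 µM SAHA wells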
ARFGAP1 inh: inhibitors of rat ARFGAP1 | Q62848 | Arfgap1-stimulated ARF1 GTP hydrolysis, GDP FP detection | inhibition, % at 16.5 µM | 360,000 tested, 0.26% active | AID 651572;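 active = inhibition above a per-plate limit, mean inhibition of low control wells plus 3 SD, cut at about 25% in these data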;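 note: 0% = DMSO wells with enzyme and 100% = wells lacking Arfgap1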
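Repeats: one replicate per compound; assay system: rat Arfgap1 catalytic domain, aa 1-136; times: enzyme reaction 120 min at 25 °C after 20 min preincubation; detection: FP of antibody-bound GDP Alexa 633 tracer, ex 620/em 688 nm; benchmarks: high control wells lacking Arfgap1, low control full reaction with DMSO; reagent: human ARF1(Δ1-17)-GTP substrate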
* marks the source's active call; other numbers are inactive results.

O=C(/C=C/c1ccccc1)n1cnnc1SC/C=C/c1ccccc1 was read as ADAM10 inh 7, KLK7 zymogen act -0.2, ASAP1 inh -1, sPLA2-III inh -22, DDE Tn6 FP inh -1, rCAG RNA binder 2, GC-A act 5, NPR2 activator 0, GAA850 FXN act -0.2 and ARFGAP1 inh -4.
Screening Cc1nc(C)c(C(=O)NNC(=O)Nc2ccc(Cl)cc2)s1 returned ADAM10 inh -2, KLK7 zymogen act 0.5, ASAP1 inh -6, sPLA2-III inh -2, DDE Tn6 FP inh -5, rCAG RNA binder -2, GC-A act 1, NPR2 activator -1, GAA850 FXN act 0.8 and ARFGAP1 inh 2.
For COC(=O)[C@]1(Cc2ccccc2)N[C@H](CN(C)S(=O)(=O)c2ccc(F)cc2)[C@@H]2C(=O)N(Cc3ccccc3)C(=O)[C@@H]21 the results were ADAM10 inh 2, KLK7 zymogen act 0.1, ASAP1 inh -14, sPLA2-III inh -10, DDE Tn6 FP inh 6, rCAG RNA binder 3, GC-A act 0, NPR2 activator -3, GAA850 FXN act -4.0 and ARFGAP1 inh 3.
For Cc1nnc(SCC(=O)Nc2ccc(Oc3ccccc3)cc2)n1N the results were ADAM10 inh 0, KLK7 zymogen act 0.0, ASAP1 inh 2, sPLA2-III inh -7, DDE Tn6 FP inh -1, rCAG RNA binder 0, GC-A act 2, NPR2 activator 1, GAA850 FXN act 0.7 and ARFGAP1 inh -4.
Screening O=C(CC1Nc2cccc3cccc(c23)NC1=O)Nc1ccccc1 (configuration not stated) returned ADAM10 inh -30, KLK7 zymogen act -1.2, ASAP1 inh 1, sPLA2-III inh 5, DDE Tn6 FP inh -5, rCAG RNA binder 13, GC-A act -1, NPR2 activator -4, GAA850 FXN act -1.8 and ARFGAP1 inh 6.
For COc1cccc(Nc2ncnc3nc[nH]c23)c1 the results were ADAM10 inh -15, KLK7 zymogen act 0.8, ASAP1 inh 5, sPLA2-III inh 4, DDE Tn6 FP inh 1, rCAG RNA binder 1, GC-A act 4, NPR2 activator 0, GAA850 FXN act 1.1 and ARFGAP1 inh -7.
Screening CCOC(=O)c1nn(-c2cccc(OC)c2)c2nc(Nc3ccccc3)cc(=O)n12 returned ADAM10 inh 1, KLK7 zymogen act -0.7, ASAP1 inh 12, sPLA2-III inh 0, DDE Tn6 FP inh 1, rCAG RNA binder 15, GC-A act 9, NPR2 activator -1, GAA850 FXN act 0.8 and ARFGAP1 inh -3.
CC(CCc1ccccn1)C(=O)c1ccccc1 (configuration not stated) was read as ADAM10 inh -6, KLK7 zymogen act 0.7, ASAP1 inh -2, sPLA2-III inh 5, DDE Tn6 FP inh 0, rCAG RNA binder 0, GC-A act -2, NPR2 activator 1, GAA850 FXN act 2.2 and ARFGAP1 inh -7.
For O=C(Cc1c(Cl)cccc1Cl)Nc1cccnc1 the results were ADAM10 inh 1, KLK7 zymogen act 0.2, ASAP1 inh 9, sPLA2-III inh -3, DDE Tn6 FP inh 4, rCAG RNA binder 0, GC-A act 2, NPR2 activator -8, GAA850 FXN act 0.0 and ARFGAP1 inh -2.
CC1(C(=O)O)CCCN(C(=O)c2ccc(F)cc2Cl)C1 (configuration not stated) was read as ADAM10 inh -10, KLK7 zymogen act -0.6, ASAP1 inh -4, sPLA2-III inh -4, DDE Tn6 FP inh 3, rCAG RNA binder 2, GC-A act 5, NPR2 activator 0, GAA850 FXN act 2.1 and ARFGAP1 inh -2.
For Cc1ccc(-c2csc(NC(=O)/C=C/c3ccco3)c2C(=O)O)cc1 the results were ADAM10 inh 2, KLK7 zymogen act -0.3, ASAP1 inh -3, sPLA2-III inh -4, DDE Tn6 FP inh -2, rCAG RNA binder 58*, GC-A act 2, NPR2 activator 0, GAA850 FXN act 3.0 and ARFGAP1 inh 2.
Screening CCNC(=O)NC(=O)C(C)Sc1ncc(C(F)(F)F)cc1Cl (configuration not stated) returned ADAM10 inh 1, KLK7 zymogen act 0.3, ASAP1 inh -12, sPLA2-III inh 0, DDE Tn6 FP inh -1, rCAG RNA binder -4, GC-A act 6, NPR2 activator -3, GAA850 FXN act 1.0 and ARFGAP1 inh -1.
O=C(O)c1ccc(NS(=O)(=O)c2cccc(C(=O)Nc3ccccc3[N+](=O)[O-])c2)cc1 was read as ADAM10 inh -2, KLK7 zymogen act 0.2, ASAP1 inh 5, sPLA2-III inh -1, DDE Tn6 FP inh 2, rCAG RNA binder 7, GC-A act 5, NPR2 activator 3, GAA850 FXN act 2.4 and ARFGAP1 inh 1.
Screening S=C(NCc1ccco1)N1CCN(C/C=C/c2ccccc2)CC1 returned ADAM10 inh -2, KLK7 zymogen act -0.2, ASAP1 inh 0, sPLA2-III inh -2, DDE Tn6 FP inh -3, rCAG RNA binder -5, GC-A act 6, NPR2 activator 0, GAA850 FXN act 2.8 and ARFGAP1 inh 4.
`COCCNC(=O)Cn1cc(C(=O)c2cccs2)c2ccccc21` gave ADAM10 inh -4, KLK7 zymogen act -0.6, ASAP1 inh -19, sPLA2-III inh 2, DDE Tn6 FP inh -4, rCAG RNA binder 0, GC-A act 3, NPR2 activator -4, GAA850 FXN act 1.4 and ARFGAP1 inh 3.
`O=S(=O)(NC1C2CC3CC(C2)CC1C3)c1ccc(F)cc1` (configuration not stated) gave ADAM10 inh 2, KLK7 zymogen act 0.1, ASAP1 inh 8, sPLA2-III inh -1, DDE Tn6 FP inh -5, rCAG RNA binder -3, GC-A act -2, NPR2 activator 1, GAA850 FXN act 2.4 and ARFGAP1 inh -5.
Cc1ccc(OCCC(=O)NNC(=O)c2cc(C)oc2C)cc1 was read as ADAM10 inh -3, KLK7 zymogen act 0.0, ASAP1 inh 6, sPLA2-III inh -2, DDE Tn6 FP inh 7, rCAG RNA binder -6, GC-A act 2, NPR2 activator 4, GAA850 FXN act -0.1 and ARFGAP1 inh 1.
`COc1ccccc1NC(=O)CSc1nnc(C2CCCCC2)n1N` gave ADAM10 inh -8, KLK7 zymogen act 0.7, ASAP1 inh -6, sPLA2-III inh 7, DDE Tn6 FP inh -5, rCAG RNA binder 1, GC-A act -4, NPR2 activator 3, GAA850 FXN act 0.8 and ARFGAP1 inh -2.
Cn1nc(C(F)(F)F)cc1C(=O)Nc1ccc(Cl)cc1 was read as ADAM10 inh 13, KLK7 zymogen act 0.1, ASAP1 inh 0, sPLA2-III inh 6, DDE Tn6 FP inh 2, rCAG RNA binder 1, GC-A act -2, NPR2 activator -3, GAA850 FXN act 0.8 and ARFGAP1 inh -3.
Screening Oc1ccc(N=Nc2ccc3c(c2)OCCO3)c2cccnc12 returned ADAM10 inh 0, KLK7 zymogen act -0.6, ASAP1 inh -2, sPLA2-III inh 10, DDE Tn6 FP inh 0, rCAG RNA binder 12, GC-A act 2, NPR2 activator 4, GAA850 FXN act -11 and ARFGAP1 inh -17.
Screening CN(C(=O)c1cccc(C(F)(F)F)c1)C1CCCc2ccccc21 (configuration not stated) returned ADAM10 inh 7, KLK7 zymogen act 0.2, ASAP1 inh 14, sPLA2-III inh -2, DDE Tn6 FP inh -1, rCAG RNA binder -3, GC-A act -6, NPR2 activator -4, GAA850 FXN act 0.7 and ARFGAP1 inh -9.
CC(=O)Nc1ccc(S(=O)(=O)Nc2nccc(/C=C/c3ccc(Cl)cc3)n2)cc1 was read as ADAM10 inh -4, KLK7 zymogen act 0.1, ASAP1 inh 0, sPLA2-III inh -8, DDE Tn6 FP inh 1, rCAG RNA binder 11, GC-A act 20, NPR2 activator -5, GAA850 FXN act 2.0 and ARFGAP1 inh 4.
Screening O=S(=O)(CCc1ccncc1)Cc1ccc2c3c(cccc13)CC2 returned ADAM10 inh -80, KLK7 zymogen act -5.7, ASAP1 inh 2, sPLA2-III inh -7, DDE Tn6 FP inh 2, rCAG RNA binder -1, GC-A act -4, NPR2 activator 1, GAA850 FXN act 1.4 and ARFGAP1 inh 6.
Screening O=C(N/N=C/c1ccc(-c2cccc([N+](=O)[O-])c2)o1)c1ccc([N+](=O)[O-])cc1 returned ADAM10 inh -4, KLK7 zymogen act 0.2, ASAP1 inh 14, sPLA2-III inh 1, DDE Tn6 FP inh 5, rCAG RNA binder 5, GC-A act 1, NPR2 activator 1, GAA850 FXN act 1.5 and ARFGAP1 inh -8.

Fetched one by one from the entries so far:
`COc1ccccc1NC(=O)CSc1nnc(C2CCCCC2)n1N` gave ADAM10 inh -8, KLK7 zymogen act 0.7, ASAP1 inh -6, sPLA2-III inh 7, DDE Tn6 FP inh -5, rCAG RNA binder 1, GC-A act -4, NPR2 activator 3, GAA850 FXN act 0.8 and ARFGAP1 inh -2.
Screening O=S(=O)(CCc1ccncc1)Cc1ccc2c3c(cccc13)CC2 returned ADAM10 inh -80, KLK7 zymogen act -5.7, ASAP1 inh 2, sPLA2-III inh -7, DDE Tn6 FP inh 2, rCAG RNA binder -1, GC-A act -4, NPR2 activator 1, GAA850 FXN act 1.4 and ARFGAP1 inh 6.
Screening S=C(NCc1ccco1)N1CCN(C/C=C/c2ccccc2)CC1 returned ADAM10 inh -2, KLK7 zymogen act -0.2, ASAP1 inh 0, sPLA2-III inh -2, DDE Tn6 FP inh -3, rCAG RNA binder -5, GC-A act 6, NPR2 activator 0, GAA850 FXN act 2.8 and ARFGAP1 inh 4.
Screening O=C(N/N=C/c1ccc(-c2cccc([N+](=O)[O-])c2)o1)c1ccc([N+](=O)[O-])cc1 returned ADAM10 inh -4, KLK7 zymogen act 0.2, ASAP1 inh 14, sPLA2-III inh 1, DDE Tn6 FP inh 5, rCAG RNA binder 5, GC-A act 1, NPR2 activator 1, GAA850 FXN act 1.5 and ARFGAP1 inh -8.

(further entries)
`COc1ccc(C2=NS(=O)(=O)N(C)C(C(=O)Nc3cc(C)ccc3O)=C2)cc1OC` gave ADAM10 inh 18, KLK7 zymogen act -0.2, ASAP1 inh 17, sPLA2-III inh 0, DDE Tn6 FP inh 7, rCAG RNA binder 16, GC-A act -1, NPR2 activator 2, GAA850 FXN act -1.6 and ARFGAP1 inh -6.
CCOC(=O)NC(=O)COC(=O)CCCc1nc2ccccc2s1 was read as ADAM10 inh 2, KLK7 zymogen act 0.0, ASAP1 inh -12, sPLA2-III inh 1, DDE Tn6 FP inh 3, rCAG RNA binder -3, GC-A act 3, NPR2 activator 3, GAA850 FXN act 0.8 and ARFGAP1 inh -4.
`Nc1cc2c(cc1C(=O)c1cccc(Br)c1)OCCO2` gave ADAM10 inh -2, KLK7 zymogen act 0.0, ASAP1 inh 6, sPLA2-III inh 6, DDE Tn6 FP inh -2, rCAG RNA binder 0, GC-A act 5, NPR2 activator 6, GAA850 FXN act 3.4 and ARFGAP1 inh -8.
Screening Cc1noc(C)c1COC(=O)c1cccc(S(=O)(=O)N2CCOCC2)c1 returned ADAM10 inh 4, KLK7 zymogen act -0.5, ASAP1 inh -8, sPLA2-III inh 7, DDE Tn6 FP inh -6, rCAG RNA binder -10, GC-A act 0, NPR2 activator 5, GAA850 FXN act -0.9 and ARFGAP1 inh -3.

From PubChem

Random draw from the library; overall some 4.5% were active at least once.
